# Screening results as filed in PubChem.
# CHT inh – inhibits the human high affinity choline transporter. Q9GZV3. CHT-expressing cells, membrane potential dye, choline response; stronger effect = lower value. B-score at 10 µM. 310,000 tested, 0.86% active. AID 488975;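 active means B-score over 3 SD under the library average, and starting fluorescence ratio not unusually high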;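 further: choline stimulus applied at its EC90 after an EC20 pre-addition; B-score computed on integrated fluorescence ratio after choline addition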
# Target sequence (Q9GZV3 whole entry, looked up): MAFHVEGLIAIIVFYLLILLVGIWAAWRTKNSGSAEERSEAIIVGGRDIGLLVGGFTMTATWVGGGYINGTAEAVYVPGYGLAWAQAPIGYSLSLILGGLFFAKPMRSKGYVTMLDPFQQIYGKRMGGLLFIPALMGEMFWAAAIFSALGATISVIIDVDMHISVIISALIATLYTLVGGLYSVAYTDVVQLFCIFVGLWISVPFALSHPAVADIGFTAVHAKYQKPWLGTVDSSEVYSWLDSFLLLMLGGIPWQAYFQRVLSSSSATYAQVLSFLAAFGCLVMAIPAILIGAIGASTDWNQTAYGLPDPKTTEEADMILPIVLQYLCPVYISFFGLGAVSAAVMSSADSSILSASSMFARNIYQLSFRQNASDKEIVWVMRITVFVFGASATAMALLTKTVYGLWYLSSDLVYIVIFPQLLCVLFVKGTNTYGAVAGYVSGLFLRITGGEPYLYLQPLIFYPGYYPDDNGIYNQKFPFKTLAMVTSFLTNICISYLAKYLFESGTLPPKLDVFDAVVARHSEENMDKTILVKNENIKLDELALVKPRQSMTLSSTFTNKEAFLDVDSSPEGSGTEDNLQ
# Kir21 inh – blocks the mouse Kir2.1 inward-rectifier potassium channel; 310,000 tested, 0.85% active; HEK293-Kir2.1, FluxOR thallium flux fluorescence; stronger effect = lower value; P35561; B-score at 10 µM; AID 1672;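 active means fluorescence ratio B-score at or below minus 3 SD of library scores, with starting-brightness B-score within 2 SD, cut at about -4.2 in these data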;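 further: channel flux triggered by added potassium and thallium sulfate stimulus; B-score of peak minus minimum fluorescence over baseline after thallium stimulus; more negative B-score means stronger Kir2.1 block with less thallium influx; some compounds called inactive have numbers as strong as hits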
# Target sequence (P35561 whole entry, looked up): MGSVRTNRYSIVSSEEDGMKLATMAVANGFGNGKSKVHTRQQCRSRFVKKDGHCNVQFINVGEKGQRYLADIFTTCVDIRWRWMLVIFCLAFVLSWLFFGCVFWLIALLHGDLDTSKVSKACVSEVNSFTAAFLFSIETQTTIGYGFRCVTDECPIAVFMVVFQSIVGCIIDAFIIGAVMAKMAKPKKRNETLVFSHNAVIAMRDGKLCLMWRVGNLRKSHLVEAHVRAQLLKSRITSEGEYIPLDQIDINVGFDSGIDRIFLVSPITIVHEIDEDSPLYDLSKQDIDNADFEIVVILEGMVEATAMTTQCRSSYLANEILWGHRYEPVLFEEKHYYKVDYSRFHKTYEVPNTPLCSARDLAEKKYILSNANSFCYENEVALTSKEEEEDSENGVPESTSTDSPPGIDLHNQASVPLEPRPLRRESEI
# * marks the source's active call; other numbers are inactive results; i = inactive; nt = not tested or not shown. Rows are unselected; any-hit rate near 1.6%.
CHT inh | Kir21 inh | Structure
i | 2 | CCc1nccn1S(=O)(=O)c1ccc(Br)cc1Br
i | -0.48 | CCN(CC)CCn1c(NCc2ccc(OC)cc2)nc2ccccc21
i | -0.64 | CCOc1ccccc1Nc1nc2ccccc2[nH]1
i | 0.32 | Cc1cccc(CS(=O)(=O)Cc2ccc(C(=O)NCC3CCCO3)o2)c1 (stereo not given)
i | 0.77 | CCN(C(=O)COC(=O)c1ccc(Cl)cc1N)C1CCCCC1
i | 0.49 | CCOC(=O)CC(=O)CSc1nc2sc(C)cc2c(=O)n1Cc1ccco1
i | nt | CCSc1ncc(/C=N/Nc2ccc([N+](=O)[O-])cc2)n1C
i | -0.93 | Cc1ccsc1C1C(C#N)=C(N)OC2=C1C(=O)CCC2 (stereo not given)
i | -1 | CCc1ccc(NC(=O)C2CCN(S(=O)(=O)c3cnc[nH]3)CC2)cc1
i | -1 | Cc1cc(C)c(S(=O)(=O)N(C)CC(=O)NC2CCCC2)c(C)c1
i | -0.09 | O=C(NCCCN1CCCCC1)c1ccc2c(c1)NC(=O)c1ccccc1S2
i | 0.34 | CN(C)C(/C=C/Nc1ccc(F)cc1F)=C(C#N)C#N
i | 1.4 | Cc1cc(Cl)ccc1OCc1nc(-c2ccc(O)cc2)n[nH]1
i | -0.33 | Cc1nn(-c2ccc(F)cc2)c(C)c1NS(=O)(=O)c1ccc(Cl)cc1
i | -0.66 | O=C1CCC([N+](=O)[O-])C(c2ccccc2F)N1 (stereo not given)

# The last seven compounds of the section before are carried over, then new ones follow:
CHT inh | Kir21 inh | Structure
i | -1 | CCc1ccc(NC(=O)C2CCN(S(=O)(=O)c3cnc[nH]3)CC2)cc1
i | -1 | Cc1cc(C)c(S(=O)(=O)N(C)CC(=O)NC2CCCC2)c(C)c1
i | -0.09 | O=C(NCCCN1CCCCC1)c1ccc2c(c1)NC(=O)c1ccccc1S2
i | 0.34 | CN(C)C(/C=C/Nc1ccc(F)cc1F)=C(C#N)C#N
i | 1.4 | Cc1cc(Cl)ccc1OCc1nc(-c2ccc(O)cc2)n[nH]1
i | -0.33 | Cc1nn(-c2ccc(F)cc2)c(C)c1NS(=O)(=O)c1ccc(Cl)cc1
i | -0.66 | O=C1CCC([N+](=O)[O-])C(c2ccccc2F)N1 (stereo not given)
i | 0.05 | CCOc1ccc(/C=N/n2c(SC)nnc2-c2ccccc2)cc1OCC
i | 0 | O=C(Cc1ccccc1)NCC(=O)OCC(=O)c1ccccc1Cl
i | -0.04 | OC(COc1ccc(Br)cc1)CN1CCC(Cc2ccccc2)CC1 (stereo not given)
i | -0.1 | COc1ccc(/C=C(/NC(=O)c2ccccc2)C(=O)NCC2CCCO2)cc1 (stereo not given)
i | 0 | COCCCN(C(=O)CC1OC(=O)c2ccccc21)c1c(N)n(Cc2ccccc2)c(=O)[nH]c1=O (stereo not given)
i | 0.66 | Cc1ccc(C(=O)Nc2ccc3c4c(cccc24)CC3)cc1[N+](=O)[O-]
i | -0.99 | COc1cc(CC(=O)OCc2cccc([N+](=O)[O-])c2)cc(OC)c1OC
i | 0.96 | Cc1ccc(NC(CC(=O)c2ccccc2)C(=O)O)cc1Cl (stereo not given)
i | 0.06 | Cc1ccc(-n2cnnn2)cc1Cl
i | -1.5 | Cc1cc(C)n(CC(=O)N/N=C/c2c[nH]c3ccccc23)n1
i | 0.5 | CCOC(=O)c1c(NC(=O)CNCCOC)sc2c1CCCC2
i | 0.9 | CCOc1ccc(NS(=O)(=O)c2ccc(NC(=S)NC(C)=O)cc2)cc1
i | -0.32 | COc1ccc(NC(=O)Nc2ccc(C(=O)N3CCOCC3)cc2)cc1
i | -2.1 | CCN(CC)CCCNc1nc(-n2nc(C)cc2C)nc2sc3c(c12)CC(C)(C)OC3
i | 1.6 | COC(=O)c1cc(=O)n(Cc2ccc(OC)cc2)c(=NCc2ccc(OC)cc2)s1
i | 0 | Cc1cccc(N2C(=O)C3CCC(c4ccccc4)CC3C2=O)c1 (stereo not given)
i | 0.99 | COc1ccc(CCN(C)C/C=C/c2ccccc2)cc1OC
i | -1.4 | Cc1cc2c(cc1S(=O)(=O)N(C)Cc1ccccc1)OCC(=O)N2
i | 0.41 | Cc1ccc(S(=O)(=O)N(C)C)cc1NC(=S)N1CCN(Cc2ccc3c(c2)OCO3)CC1
i | 3.4 | NC(=O)/C(=C\c1ccccc1)NC(=O)c1ccc(NC(=O)c2ccccc2)cc1
i | -0.28 | O=C(CC1C(=O)NCCN1Cc1ccc(-c2ccccc2)cc1)NCCCn1cccn1 (stereo not given)
i | -1.8 | O=C(COC(=O)Cc1cccs1)Nc1ccc(OC(F)(F)F)cc1
i | -0.03 | O=C(CN1C(=O)c2ccccc2C1=O)NCc1ccc(C(=O)O)cc1
i | 1.2 | Cc1ccc(CN2CCSCC2)c(C)c1
i | 0.03 | CCC(C)NC(=O)CN(C)S(=O)(=O)c1ccc2c(c1)c(=O)n(C)c(=O)n2C (stereo not given)
i | -1.6 | CC(NC(=O)CCSCCC(=O)NC(C)c1ccccc1)c1ccccc1 (stereo not given)
-5.1* | 0.01 | CC1C(=O)N(Cc2ccccc2F)c2ccccc2N1C(=O)c1c(F)cccc1F (stereo not given)
i | 0.04 | Cc1oc(-c2ccccc2Cl)nc1CN(C)C(C)c1ccon1 (stereo not given)
i | -0.82 | O=C(CSc1nc(-c2ccco2)cc(C(F)(F)F)n1)NC1CCCC1
i | 0.64 | CCC(=O)Nc1cccc(C(=O)c2ccccc2)c1
i | 1.2 | COc1ccccc1OCCCOc1cccc(/C=C2\SC(=O)NC2=O)c1
i | 1.6 | CC(=O)NC(c1cccs1)c1cc([N+](=O)[O-])c2cccnc2c1O (stereo not given)
i | 1.1 | O=C(COc1ccccc1)Nc1ccc2c(c1)nc1n2CCSC1
i | 0.21 | COc1ccc(-n2cc(-c3ccccc3)c3c(=O)[nH]cnc32)cc1
i | 1.1 | COc1ccc(NC(=O)c2cccc3c(Br)cccc23)cc1
i | 0.01 | CCN(CC)CCNC(=O)c1ccc(NC(=O)c2ccc(Cl)c(S(=O)(=O)N3CCCCCC3)c2)cc1
i | -0.29 | CC1=NN(Cc2c(C)nn(Cc3ccccc3)c2C)C(C)(C)C1
i | -0.01 | CN1CCN(C2CCCCCC2)CC1
i | -0.15 | CCC(=O)Nc1cccc(-c2ccc(N3CCCCC3)nn2)c1
i | -1.4 | CC(C)C(OC(=O)c1nsc(Cl)c1Cl)C(=O)NC1CCCCC1 (stereo not given)
i | 0.54 | CCOc1ccc(N(CC(=O)NCCc2ccc(C)cc2)S(=O)(=O)c2c(C)noc2C)cc1
i | 1.7 | COc1cc(OC)c(OC)cc1CN1CCN(S(=O)(=O)c2ccc(F)cc2)CC1
i | -1.2 | Cc1ccccc1C(=O)NCC(C)NC(=O)c1ccccc1C (stereo not given)
i | -1.1 | CC1CCc2ccccc2N1C(=O)c1cccs1 (stereo not given)
i | 0.65 | Cc1sc2ncnc(OCC(=O)N3CCN(S(=O)(=O)c4ccccc4)CC3)c2c1C

# Random excerpt: 4 entries already listed
CHT inh | Kir21 inh | Structure
i | -1.4 | CC(C)C(OC(=O)c1nsc(Cl)c1Cl)C(=O)NC1CCCCC1 (stereo not given)
i | 0.65 | Cc1sc2ncnc(OCC(=O)N3CCN(S(=O)(=O)c4ccccc4)CC3)c2c1C
i | -1.1 | CC1CCc2ccccc2N1C(=O)c1cccs1 (stereo not given)
i | 0.54 | CCOc1ccc(N(CC(=O)NCCc2ccc(C)cc2)S(=O)(=O)c2c(C)noc2C)cc1

# (next part)
CHT inh | Kir21 inh | Structure
i | -0.05 | CC1c2cc3c(cc2CCN1C(=O)c1ccc(Cl)cc1)OCCCO3 (stereo not given)
i | 0.88 | CSc1ccc(S(=O)(=O)NCC(=O)OCC(=O)N(C)CC(=O)Nc2ccccc2Cl)cc1[N+](=O)[O-]
i | -0.73 | Cc1cc(C)cc(NC(=O)CN2CCN(C(=O)C3CCCO3)CC2)c1 (stereo not given)
i | -0.03 | Cc1cccc(N2CCN(Cc3oc(CO)cc(=O)c3O)CC2)c1C
i | 0 | Cc1ccc(NC(=O)c2cc(N3C(=O)C4CC=CCC4C3=O)ccc2N2CCCCC2)cc1 (stereo not given)
i | nt | Cc1nc(-c2ccc(NS(C)(=O)=O)cc2)cs1
i | 0.28 | CC1(C)CC(=O)c2c(noc2-c2ccccc2)C1
i | -0.64 | NC(=O)CC(NC(=O)c1ccccc1)c1ccc(NCCc2ccc(F)cc2)c([N+](=O)[O-])c1 (stereo not given)
i | 0.95 | COc1ccc(Cl)cc1S(=O)(=O)NCc1nc2nc(C)cc(C)n2n1
i | 0.11 | O=C(Cc1ccc(F)cc1)OCC(=O)N1CCN(S(=O)(=O)c2ccc(Cl)cc2)CC1
i | -0.02 | CCCCN(C)CCCNC(=O)CN1N=C(c2ccc(Cl)cc2)CCC1=O
i | -0.87 | CC1Nc2ccc(C(=O)NC3CCCCC3)cc2NC1=O (stereo not given)
i | -1.2 | c1ccc(N2CCOCCOCCOCCOCC2)cc1
i | -0.22 | O=C(NNC(=S)NCCc1ccccc1)c1ccc(Br)s1
i | 0.26 | CC(=O)c1cccc(Nc2nc(-c3sc(C)nc3C)cs2)c1
i | 0.39 | O=C(NCCC1=CCCCC1)NC1CCCCC1
i | -0.25 | COc1ccc(/C=C(/NC(=O)c2ccc([N+](=O)[O-])cc2)C(=O)NC(C)(C)C)cc1
i | 3.4 | Cc1ccc(NC(=O)CSC2=NCCN2)cc1
i | 0.08 | CCOC(=O)c1ccc(-c2ccc3[nH]c4ccccc4c(=O)c3c2)cc1F
i | 0.92 | NNC(=O)CC1NCCN(Cc2ccccc2)C1=O (stereo not given)
i | -0.71 | Cc1ccc(S(=O)(=O)NCc2ccncc2)cc1
i | -1.1 | Cc1nc2ccccn2c1-c1ccnn1S(=O)(=O)c1ccc(F)cc1
i | -0.8 | Cc1nnc(-c2ccccc2)o1
i | -0.92 | COc1ccc(-c2cc(C(F)(F)F)nc(SCC(=O)Nc3cc(C)on3)n2)cc1OC
i | 0.99 | CC(C)c1ccc(N=C(N)N=C(N)N)cc1
i | 0.39 | CCOc1ccc(OCCC(=O)OCC(=O)NNC(=O)c2ccccc2)cc1
i | -1.8 | O=C(CN1CCCC1)Nc1cc(C(F)(F)F)cc(C(F)(F)F)c1
i | -0.26 | CCOC(=O)NC(C)N1C(=O)C2C3C=CC(C3)C2C1=O (stereo not given)
i | -0.8 | COC(=O)c1c(C(=O)OC)c(-c2ccc(F)cc2)n2c1CS(=O)(=O)C2
i | 0.74 | CCCCn1c(N)c(N(CCOC)C(=O)c2ccc(N3C(=O)CCC3=O)cc2)c(=O)[nH]c1=O
i | 0.14 | CCOC(=O)CN1C(=O)C(O)=C(C(C)=O)C1c1ccc(F)cc1 (stereo not given)
i | 0.57 | CCOC(=O)c1cc2c(ccn2C)n1CC(=O)N(C)C
i | 0.03 | CN(C)CCn1c(COc2ccccc2)nc2ccccc21
i | 0.38 | O=C1/C(=C\c2ccc(Br)o2)SC(=Nc2ccccc2)N1c1ccccc1
i | 0.43 | Cn1c(CSCc2ccccc2Cl)n[nH]c1=S
i | 1.2 | CCN1CCCC1CNC(=O)c1cc(S(N)(=O)=O)ccc1OC (stereo not given)
i | 2.1 | C=C(C)Cn1c(Sc2nnc(C)s2)nc2c1c(=O)[nH]c(=O)n2C
i | 0.57 | CCCn1c(SCC(=O)Nc2cccc(S(=O)(=O)N(C)C)c2)nc2ccccc2c1=O
i | -0.48 | CCC(C)SCc1nc2ccccc2[nH]1 (stereo not given)
i | 1.4 | NC(=O)c1nsc(C(=O)N(Cc2cccnc2)C(C(=O)NC2CCCC2)c2ccc(F)cc2)c1N (stereo not given)
i | -2.1 | CCOc1ccc(S(=O)(=O)NCC2CCCO2)c2ccccc12 (stereo not given)
i | -0.05 | COc1cc(C2C(N3C(=O)c4ccccc4C3=O)C(=O)N2c2ccc(C)c(C)c2)cc(OC)c1OC (stereo not given)
i | -0.15 | CN1CCN(CCCNC(=O)c2nnc(Cc3c(F)cccc3Cl)o2)CC1
i | 0.04 | CN(C)c1ccc(NC(=O)Cn2c(=O)n(Cc3ccccc3)c(=O)c3ccccc32)cc1
i | nt | CCC1=C(OC(=O)N(CC)CC)N2C(=O)OC(=NCC3CC3)[C@]2(C)[C@H]2C1=CC[C@H]1C(=O)N(CC(=O)OC)C(=O)[C@H]12
i | -0.21 | O=S(=O)(Cc1ccc(Cl)cc1)NCC1CCCO1 (stereo not given)
i | -0.25 | COCCN(C(=O)COC(=O)c1ccc2[nH]c(C)c(C)c2c1)c1c(N)n(Cc2ccccc2)c(=O)[nH]c1=O
i | 0.28 | O=C(COC(=O)CCc1nc2ccccc2c(=O)[nH]1)Nc1ccc(Cl)cn1
i | 0.88 | CC(=O)c1cccc(NC(=O)CNC(=O)Cc2ccccc2)c1
i | -0.55 | CCN(CC)CCCNC(=O)c1ccc2c3n(nc2c1)-c1ccc(Cl)cc1CO3
i | 1.3 | Cc1ccc(NC(=O)CSCC(=O)O)c(C)c1
i | -6.5 | O=C1/C(=C\c2cc(Cl)c(O)c(Cl)c2)SC(=S)N1Cc1ccccc1
i | nt | Cc1ccc(C(=O)N/N=C/c2ccc(S(=O)(=O)O)o2)c(Cl)c1
i | -1.6 | CC(C)c1cc(C(=O)Nc2cccc(Cl)c2)no1
i | 0.15 | COc1ccc(C(=O)NCC(=O)OCC(=O)c2ccc(Cl)cc2)cc1OC
i | -0.14 | O=C(C1COc2ccccc2O1)N1CCCC1 (stereo not given)
i | 2 | FC(F)(F)c1ccccc1-n1c(-c2cnccn2)n[nH]c1=S
i | -0.26 | Cc1cc(C(=O)CSc2nc(N)cc(=O)[nH]2)c(C)n1CCc1ccc(Cl)cc1
i | -2.3 | Cc1ccccc1C(=O)NCC(=O)OCCCOC(=O)CNC(=O)c1ccccc1C
i | 1.5 | Cc1ccc(C)c(N2CCN(S(=O)(=O)c3c(C)noc3C)CC2)c1
i | 0.71 | CCc1ccc(OCC(=O)NCc2ccco2)c(Br)c1
nt | -0.97 | Cc1cc(NS(C)(=O)=O)c(=O)n(Cc2cccc(F)c2)c1
